Screens deposited in PubChem BioAssay by several laboratories.
MEX-5 binding = C. elegans MEX-5 TCR-2 RNA binding activity | Q9XUB2 | MEX-5/FITC-TCR2 RNA binding, fluorescence polarization; stronger effect = lower value | activity score (negative = inhibition of binding), % at 10 µM | 0.38% of 300,000 active;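 active = inhibition past about -25% in most replicates, and total fluorescence under double the plate's negative control median, limit read from the data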;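 also: 0% = DMSO and -100% = 5 µM competing unlabeled TCR2 RNA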
GLD-1 RNA inh = GLD-1-TGE RNA interaction inhibition (C. elegans); 0.44% of 320,000 active; inhibition, % at 5.96 µM; Q17339; purified GLD-1 + fluorescein TGE RNA, fluorescence polarization; AID 2280;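 active = percent inhibition above a per-plate cutoff, the plate mean of test compounds plus 3 SD, cut at about 30% in these data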;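 also: 0% = DMSO wells with GLD-1 and probe and 100% = wells lacking GLD-1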
Target sequence (Q17339 whole entry, looked up): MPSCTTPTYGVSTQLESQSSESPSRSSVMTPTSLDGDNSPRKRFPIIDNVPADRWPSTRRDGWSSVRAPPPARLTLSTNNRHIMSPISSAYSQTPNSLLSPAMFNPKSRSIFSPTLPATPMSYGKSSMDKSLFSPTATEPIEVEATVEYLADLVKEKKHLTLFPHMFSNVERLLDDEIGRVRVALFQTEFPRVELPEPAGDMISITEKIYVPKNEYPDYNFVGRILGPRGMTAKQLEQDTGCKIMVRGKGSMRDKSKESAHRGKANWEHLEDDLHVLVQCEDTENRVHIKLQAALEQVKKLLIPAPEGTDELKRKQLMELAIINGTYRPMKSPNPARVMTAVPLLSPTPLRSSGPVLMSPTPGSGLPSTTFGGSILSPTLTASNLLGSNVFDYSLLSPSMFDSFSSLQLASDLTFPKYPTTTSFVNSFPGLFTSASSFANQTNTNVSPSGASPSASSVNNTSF
Fam108B counter = blocks mouse Fam108B hydrolase in RBBP9 counter-screen | recombinant Fam108B, FP-Rh probe fluorescence polarization | 0.33% of 300,000 active | inhibition, % at 9.51 µM;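 active = inhibition above the screen mean inhibition plus 3 SD, computed separately per campaign, cut at about 18% in these data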;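 also: inhibitors lower polarization as less probe binds the enzyme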
AHR act = human AHR activation; AHR-responsive luciferase reporter cells, luminescence; P35869; 2.5% of 320,000 active; AID 2796; activation, % at 5 µM; in the data active = activation above about 47%;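 also: 0% = vehicle wells and 100% = reference agonist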
PAFAH1B2 inh = blocks human PAF acetylhydrolase 1b catalytic subunit 2; P68402; recombinant PAFAH1B2, FP-rhodamine activity probe, fluorescence polarization; inhibition, % at 3.39 µM; 1.2% of 340,000 active;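 active = inhibition above the mean of all tested compounds plus 3 SD, cut at about 24% in these data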;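 also: 0% = enzyme with DMSO and 100% = wells lacking PAFAH1B2; many of its hits are not listed in these tables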
Target sequence (P68402 whole entry, looked up): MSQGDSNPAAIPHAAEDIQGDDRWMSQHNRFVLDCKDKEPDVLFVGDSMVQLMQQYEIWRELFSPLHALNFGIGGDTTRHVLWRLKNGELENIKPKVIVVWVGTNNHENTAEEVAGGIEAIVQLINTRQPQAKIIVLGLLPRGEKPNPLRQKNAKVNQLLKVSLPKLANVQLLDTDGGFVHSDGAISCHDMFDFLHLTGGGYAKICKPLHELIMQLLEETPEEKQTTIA
pPAFAH FP inh = pPAFAH (human) enzyme inhibition. recombinant pPAFAH, FP-rhodamine probe fluorescence polarization. 1.5% of 330,000 active. inhibition, % at 3.39 µM;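 active = inhibition above the mean inhibition across the screen plus 3 SD, cut at about 25% in these data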;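 also: inhibitors block binding of the rhodamine activity-based probe so polarization drops; 0% = enzyme with DMSO and 100% = wells lacking pPAFAH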
PME-1 primary = blocks human protein phosphatase methylesterase 1; recombinant PME-1, FP-Rh probe fluorescence polarization; 0.53% of 320,000 active; Q9Y570; inhibition, % at 5.9 µM;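 active = inhibition above the campaign mean of all compounds plus 3 SD, cut at about 26% in these data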;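 also: competitive labeling of PME-1 active site by serine hydrolase directed probe; 0% = PME-1 with DMSO and 100% = wells lacking PME-1 enzyme; inhibitors block probe labeling so polarization falls and inhibition rises; many of its hits are not listed in these tables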
MCL1 BIM primary = disrupts human MCL1 binding to BIM-BH3 peptide. Q07820. GST-MCL1 / FITC-Bim-BH3 fluorescence polarization. inhibition, % at 10.9 µM. 0.68% of 320,000 active. AID 2057;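 active = inhibition above the mean inhibition of all tested compounds plus 3 SD, set per campaign, cut at about 40% in these data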;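 also: 0% = DMSO wells and 100% = unlabeled Bim-BH3 peptide control; higher means more loss of mP so more displacement of Bim peptide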
Target sequence (Q07820 whole entry, looked up): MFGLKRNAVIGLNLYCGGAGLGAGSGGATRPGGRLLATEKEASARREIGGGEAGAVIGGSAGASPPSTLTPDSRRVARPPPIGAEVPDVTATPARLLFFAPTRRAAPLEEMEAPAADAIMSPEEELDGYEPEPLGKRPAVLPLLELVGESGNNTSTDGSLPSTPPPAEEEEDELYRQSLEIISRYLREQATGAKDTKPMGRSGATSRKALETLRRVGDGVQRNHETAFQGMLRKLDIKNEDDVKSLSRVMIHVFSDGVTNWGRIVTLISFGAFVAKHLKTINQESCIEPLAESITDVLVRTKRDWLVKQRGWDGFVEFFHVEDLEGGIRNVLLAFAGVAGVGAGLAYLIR
BCLXL inh = blocks human Bcl-xL binding to Bim BH3 peptide. inhibition, % at 10.9 µM. GST-Bcl-xL / FITC-Bim BH3 peptide fluorescence polarization. 0.7% of 320,000 active. Q07817;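 active = inhibition above the mean of all tested compounds plus 3 SD, cutoff set per campaign, cut at about 30% in these data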;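 also: 0% = DMSO wells and 100% = unlabeled Bim-BH3 peptide competitor; inhibitors lower millipolarization by displacing the labeled peptide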
Active calls of the source: *; . = no result given.

SMILES	MEX-5 binding	GLD-1 RNA inh	Fam108B counter	AHR act	PAFAH1B2 inh	pPAFAH FP inh	PME-1 primary	MCL1 BIM primary	BCLXL inh
Cc1nc(Cl)c(C(=O)NC(=O)Nc2cccc(C(F)(F)F)c2)c(C)c1[N+](=O)[O-]	0.7	5	-1	19	3	2	2	6	1
COc1cc2[nH]c(=O)n(CCCCCC(=O)N3CCN(c4ccccc4)CC3)c(=O)c2cc1OC	-2.2	7	-2	1	3	27*	2	6	3
Cc1cc2n(n1)C(c1ccc(O)cc1)Nc1ccccc1-2 (stereo unspecified)	0.1	3	2	4	-1	-2	1	11	7
O=C1N=c2ccc(Br)cc2=C1c1sc(=S)n(NS(=O)(=O)c2ccccc2)c1O	-8.3	7	1	83*	1	1	-2	38	22
CC/C(O)=N\S(=O)(=O)c1ccc(N=NN(C)C)cc1	1.0	3	-1	0	4	-3	-2	-3	-2
Cc1ccc(NC(=O)CN2C(=O)N/C(=C\c3ccco3)C2=O)cc1	.	-2	.	-2	4	5	.	.	.
O=C(NC1CCCC1)c1cc(COc2ccc3ncccc3c2)on1	5.1	3	-5	-2	3	3	-1	8	6
COc1ccc(Cc2nc(-c3ccccn3)no2)cc1OC	-1.2	-27	-4	20	5	2	-1	-35	-27
COc1ccc(CCNC(=O)CCC(=O)N2CCN(S(=O)(=O)c3ccc(Cl)cc3)CC2)cc1OC	-1.8	6	1	0	15	-4	-4	6	4
CCN1CCN(c2cc(C)c3cc(NC(=O)CCC(=O)N4CCN(c5ccccc5OC)CC4)ccc3n2)CC1	-1.0	2	1	2	2	5	0	-3	6
CCOc1ccc(CCNC(=O)COC(=O)c2c(C)nn(-c3ccccc3)c2C)cc1OCC	0.1	3	3	5	5	3	1	-2	-5
CCCC(=O)N=C1SC2CS(=O)(=O)CC2N1c1ccc(C(C)=O)cc1 (stereo unspecified)	-1.4	-1	-4	-1	-1	-2	-2	8	9
CCN(CC)CCNC(=O)Cn1c(-c2ccccn2)nc2ccccc21	-0.3	4	-1	4	-2	3	4	7	8
CCOc1ccc(N2CC(C(=O)N3CCc4ccccc43)CC2=O)cc1 (stereo unspecified)	2.2	7	-5	15	2	2	1	8	4
O=C1COc2cc(ccc2[N+](=O)[O-])Oc2ccc(cc2Cl)C(=O)CCCCO1	-1.5	-4	5	0	23	2	10	6	3
COc1ccc(C)cc1NC(=O)COC(=O)Cc1ccc(-c2ccccc2)cc1	1.7	7	-9	5	8	10	-4	-3	-3
COc1ccc(-c2c(-c3cc(OC)cc(OC)c3)n(C)c3ccc(-c4ccc(OC)c(F)c4)cc23)cc1	.	5	.	3	5	2	.	.	.
CCN=C(NCC)SC1CC(=O)N(c2ccc(OCC)cc2)C1=O (stereo unspecified)	2.4	3	1	4	-4	0	3	-3	-1
COCCNC(=O)Cn1cnc2c(cnn2-c2ccc(C)cc2)c1=O	-0.5	4	1	1	5	-2	-3	2	0
CCOc1cc(NC(=S)Nc2ccccc2OC)c(OCC)cc1NC(=O)c1ccccc1C	2.6	4	2	1	-1	1	2	9	8
COc1nc(-c2ccccc2)cc(-c2ccccc2)n1	1.9	5	-5	63*	2	10	-3	3	1
O=C(CN1C(=O)NC2(CCCC2)C1=O)OCc1ccc(Cl)c(Cl)c1	-0.4	-12	3	2	7	6	-3	2	1
NS(=O)(=O)c1ccc(-c2ccc(/C=N/Nc3ccc(C(=O)O)cc3)o2)cc1	-14	-9	5	0	8	21	-12	5	5
COc1c(C(CC(C)C)OC(C)=O)ccc2c1C(=O)OCc1cc(C)cc(O)c1O2 (stereo unspecified)	0.6	9	-2	0	-5	1	5	9	3
COc1ccc(C2=NOC(C(=O)Nc3c(C)n(C)n(-c4ccccc4)c3=O)C2)cc1 (stereo unspecified)	1.1	-2	3	-1	-5	0	1	5	5
COc1ccc(NC(=O)CCN2CCN(S(=O)(=O)c3ccc(Cl)cc3)CC2)cc1	2.2	8	0	-2	25*	-6	2	-4	1
CCOc1ccc(CCNC(=O)COC(=O)c2sccc2C)cc1OCC	0.6	2	0	1	3	4	1	-8	0
O=C(COC(=O)c1ccc(Br)o1)NCc1ccc(F)cc1	.	0	.	-1	5	7	-1	-2	-2
C=CCn1cc(C(=O)NCc2cccnc2)c(=O)c2cc(S(=O)(=O)N(CC)CC)ccc21	-2.1	1	-3	8	6	2	8	-4	0
O=C(N/N=C/c1cccnc1)C1CCCCC1	1.5	4	2	7	4	4	-7	1	5
COc1ccc(C(CNC(=O)COc2cccc(C)c2)N2CCCC2)cc1 (stereo unspecified)	.	-3	.	2	2	3	1	-7	-4
Cc1noc(C)c1COc1cccc(C(=O)OC(C)C(=O)Nc2c(C)n(C)n(-c3ccccc3)c2=O)c1 (stereo unspecified)	.	-2	0	0	4	6	0	0	-2
Cc1cc(Cl)ccc1C(=O)C1CCCN(C(=O)c2cnsn2)C1 (stereo unspecified)	-0.5	7	1	2	3	3	-7	16	1
O=C(c1n[nH]c2ccccc12)N1CCCCC1	0.3	6	-7	8	4	2	-1	-4	2
COc1cccc(C(=O)NCCS(=O)(=O)N2CCCC2)c1	1.6	-1	-2	3	7	-2	2	-2	7
COc1ccccc1CN(C)CC(=O)NC(=O)NC1CCCCC1	.	3	.	0	0	34*	5	5	8
Cc1ccccc1-n1ccnc1SCC(=O)NCc1ccco1	6.3	6	-1	0	5	-4	3	-7	-9
O=C(CCc1ccncc1)N1CCCC(Nc2ccc(F)c(F)c2)C1 (stereo unspecified)	1.4	7	2	1	-2	4	2	-10	0
c1ccc(OCc2nc(-c3ccccc3)no2)cc1	1.4	1	-5	1	5	3	2	2	3
CC(C)OC(=O)CC(=O)CSc1nc2c(cc1C#N)CCCCC2	-0.5	-6	1	8	13	0	6	5	2
Cc1c(NC(=O)COc2cccc3c2OC(C)(C)C3)c(=O)n(-c2ccccc2)n1C	-1.5	0	4	1	1	6	5	3	3
Cc1cc(Cl)c(S(=O)(=O)N2CCCCCC2)cc1OCC(=O)NC1CCCCC1	1.6	11	3	-18	1	9	-2	1	6
O=C(c1c(F)cccc1F)N(C1CCCCC1)C1CCCCC1	-2.2	3	7	1	18	6	3	6	7
O=c1[nH][nH]c(-c2ccccc2)c1C=Nc1ccc(OC(F)(F)F)cc1	0.1	1	-1	1	12	3	2	0	4
Cc1cccc(C(=O)NC(=O)Nc2c(C)cc(C)nc2C)c1	2.0	1	-6	9	1	1	1	1	4
CC(C)(C)n1c(=O)[nH]c2c(c1=O)CCC2	1.5	-1	-4	-2	-1	4	-2	-1	-3
O=C(NCc1cccnc1)c1cccc(S(=O)(=O)N2CCOCC2)c1	-2.8	0	0	3	-7	5	4	1	3
CCCCOc1cccc(-c2cc(C(=O)NNC(=S)NCC)c3ccccc3n2)c1	1.9	0	3	10	5	21	-1	1	-4
CC1CCCCN1CC(=O)c1c[nH]c2ccccc12 (stereo unspecified)	-1.3	-4	3	23	3	2	-3	1	-1
Cc1cc(C(=O)CN2CC(C)OC(C)C2)c(C)n1-c1ccccc1 (stereo unspecified)	-0.3	-3	2	2	5	9	-4	0	7
COc1ccccc1OCCC(=O)NCc1ccc2c(c1)OCO2	-5.5	2	0	19	-4	1	-5	-14	-13
COc1c(C)cc(S(=O)(=O)N2CCOCC2)c(C)c1C	.	1	-1	-1	6	6	5	-2	-1
CCc1ccc(C(=O)C(C)OC(=O)Cc2n[nH]c(=O)c3ccccc23)cc1 (stereo unspecified)	-0.5	-1	3	3	-1	2	2	4	1
COc1cc(NC(=O)CN(C)S(=O)(=O)c2cccs2)cc(OC)c1	3.3	0	5	-2	4	-1	-1	2	8
COc1ccc(-c2cc(C(F)(F)F)nc(N3CCN(C)CC3)n2)cc1	-5.5	-3	1	-3	0	6	-5	4	9
COc1cc2c(cc1OC)CN(CC(=O)NC(=O)NCc1ccco1)CC2	-0.7	-5	4	-1	7	1	-1	4	2
CCCCOc1ccc(C2C3CN(C(=O)OCC)CC=C3C(C#N)=C(N)C2(C#N)C#N)cc1OC (stereo unspecified)	-0.6	-6	0	-1	1	4	24	-8	-3
O=C(COC(=O)c1cc(=O)c2ccccc2o1)NC1CCCCC1	-0.1	-2	4	-1	3	1	2	5	4
CCN(CC(=O)Nc1ccc(NC(C)=O)cc1)C(=O)CCCN1C(=O)c2ccccc2C1=O	-1.0	-3	0	-2	2	8	-1	-29	-10
C(/C=C/c1ccccn1)=C\c1ccccc1	1.4	0	4	6	2	10	-2	10	12
(next part)
SMILES	MEX-5 binding	GLD-1 RNA inh	Fam108B counter	AHR act	PAFAH1B2 inh	pPAFAH FP inh	PME-1 primary	MCL1 BIM primary	BCLXL inh
CC1CCCCN1S(=O)(=O)CCNC(=O)c1ccccc1 (stereo unspecified)	2.3	5	5	-2	2	5	-1	-1	1
Cc1ccc(-c2csc(N)n2)s1	1.0	8	4	9	16	11	4	15	16
O=C(Oc1cccnc1)c1ccc(Cl)c(Cl)c1	1.6	4	5	3	4	9	1	-3	2
COc1ccccc1N1CCNC(C)C1=O (stereo unspecified)	-3.3	6	1	-3	1	2	-5	10	4
C#Cc1ccc([C@@H]2C=C(C(=O)N3CCN(Cc4ccccc4)CC3)O[C@H](OCC)[C@H]2CCCO)cc1	0.7	-8	-2	9	9	3	1	5	7
CC1=C(C(=O)OC(C)C)C(c2ccc(C)o2)NC(=O)N1 (stereo unspecified)	-0.9	2	-1	1	0	2	-2	8	8
O=C(NNS(=O)(=O)c1ccc(F)cc1)c1cnn(-c2ccccc2)c1C(F)(F)F	-0.9	3	3	0	2	-2	4	0	0
COc1ccc(N2CCN(C(=S)Nc3ccc(S(N)(=O)=O)cc3)CC2)cc1	2.1	3	-2	0	6	3	-1	0	7
COc1ccc(-c2csc(NCCn3c(C)nc4cc(C(F)(F)F)ccc43)n2)cc1	.	1	.	1	12	2	.	.	.
O=C(NNC(=O)c1ccc(S(=O)(=O)N2CCCCC2)cc1)c1ccc(F)cc1	1.1	-1	5	0	0	2	5	4	-1
CCc1nnc(NC(=O)CSc2nc(SC)ns2)s1	-0.7	3	0	5	-11	5	0	6	8
CC(=O)NCCc1c[nH]c2ccc(OCC(O)CNC(C)(C)C)cc12 (stereo unspecified)	1.3	-8	-5	-2	4	-2	-8	-10	-2

3 successive records out of the list so far, for reference:
SMILES	MEX-5 binding	GLD-1 RNA inh	Fam108B counter	AHR act	PAFAH1B2 inh	pPAFAH FP inh	PME-1 primary	MCL1 BIM primary	BCLXL inh
O=C(NNC(=O)c1ccc(S(=O)(=O)N2CCCCC2)cc1)c1ccc(F)cc1	1.1	-1	5	0	0	2	5	4	-1
CCc1nnc(NC(=O)CSc2nc(SC)ns2)s1	-0.7	3	0	5	-11	5	0	6	8
CC(=O)NCCc1c[nH]c2ccc(OCC(O)CNC(C)(C)C)cc12 (stereo unspecified)	1.3	-8	-5	-2	4	-2	-8	-10	-2

Continuation:
SMILES	MEX-5 binding	GLD-1 RNA inh	Fam108B counter	AHR act	PAFAH1B2 inh	pPAFAH FP inh	PME-1 primary	MCL1 BIM primary	BCLXL inh
CCOC(=O)C(=O)NNc1ccc(C)cc1	-2.2	0	-2	3	-2	0	-1	5	9
CC(C)CCNC(=O)CN(C(=O)CCC(=O)Nc1nccs1)C1CCCCC1	1.0	2	3	-2	3	6	6	3	3
COc1ccc(NC(=O)c2oc3ccccc3c2NC(=O)c2ccco2)c(OC)c1	-0.9	7	-2	45	3	6	9	-4	-3
O=C1OC(/C=C/c2ccc(Cl)cc2Cl)=NC/1=C\c1cccs1	-3.5	-12	-15	-1	-10	6	-12	-36	-6
CS(=O)(=O)Nc1ccc(C2=NN(S(C)(=O)=O)C(c3ccc4c(c3)OCO4)C2)cc1 (stereo unspecified)	-2.1	1	3	14	-3	2	-2	-9	1

These rows are one share of the data; rates above refer to the full screens.
